Bioassay records deposited in PubChem BioAssay by several laboratories.
NCOA3 inh = inhibitors of human steroid receptor coactivator 3 (SRC3) | Q9Y6Q9 | HEK293 GAL4-SRC3 luciferase reporter, luminescence | inhibition, % at 3.6 µM | actives 0.17% (n = 360,000) | AID 588352;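 active means inhibition above a per-campaign cutoff, the mean of all compounds plus 3 SD, cut at about 60% in these data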;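 further: 0% = DMSO-treated cells and 100% = gossypol-treated cells at 36 µM; higher means less SRC3-driven luciferase light from the GAL4 reporter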
Target sequence (Q9Y6Q9 whole entry, looked up, the tested form may be a part): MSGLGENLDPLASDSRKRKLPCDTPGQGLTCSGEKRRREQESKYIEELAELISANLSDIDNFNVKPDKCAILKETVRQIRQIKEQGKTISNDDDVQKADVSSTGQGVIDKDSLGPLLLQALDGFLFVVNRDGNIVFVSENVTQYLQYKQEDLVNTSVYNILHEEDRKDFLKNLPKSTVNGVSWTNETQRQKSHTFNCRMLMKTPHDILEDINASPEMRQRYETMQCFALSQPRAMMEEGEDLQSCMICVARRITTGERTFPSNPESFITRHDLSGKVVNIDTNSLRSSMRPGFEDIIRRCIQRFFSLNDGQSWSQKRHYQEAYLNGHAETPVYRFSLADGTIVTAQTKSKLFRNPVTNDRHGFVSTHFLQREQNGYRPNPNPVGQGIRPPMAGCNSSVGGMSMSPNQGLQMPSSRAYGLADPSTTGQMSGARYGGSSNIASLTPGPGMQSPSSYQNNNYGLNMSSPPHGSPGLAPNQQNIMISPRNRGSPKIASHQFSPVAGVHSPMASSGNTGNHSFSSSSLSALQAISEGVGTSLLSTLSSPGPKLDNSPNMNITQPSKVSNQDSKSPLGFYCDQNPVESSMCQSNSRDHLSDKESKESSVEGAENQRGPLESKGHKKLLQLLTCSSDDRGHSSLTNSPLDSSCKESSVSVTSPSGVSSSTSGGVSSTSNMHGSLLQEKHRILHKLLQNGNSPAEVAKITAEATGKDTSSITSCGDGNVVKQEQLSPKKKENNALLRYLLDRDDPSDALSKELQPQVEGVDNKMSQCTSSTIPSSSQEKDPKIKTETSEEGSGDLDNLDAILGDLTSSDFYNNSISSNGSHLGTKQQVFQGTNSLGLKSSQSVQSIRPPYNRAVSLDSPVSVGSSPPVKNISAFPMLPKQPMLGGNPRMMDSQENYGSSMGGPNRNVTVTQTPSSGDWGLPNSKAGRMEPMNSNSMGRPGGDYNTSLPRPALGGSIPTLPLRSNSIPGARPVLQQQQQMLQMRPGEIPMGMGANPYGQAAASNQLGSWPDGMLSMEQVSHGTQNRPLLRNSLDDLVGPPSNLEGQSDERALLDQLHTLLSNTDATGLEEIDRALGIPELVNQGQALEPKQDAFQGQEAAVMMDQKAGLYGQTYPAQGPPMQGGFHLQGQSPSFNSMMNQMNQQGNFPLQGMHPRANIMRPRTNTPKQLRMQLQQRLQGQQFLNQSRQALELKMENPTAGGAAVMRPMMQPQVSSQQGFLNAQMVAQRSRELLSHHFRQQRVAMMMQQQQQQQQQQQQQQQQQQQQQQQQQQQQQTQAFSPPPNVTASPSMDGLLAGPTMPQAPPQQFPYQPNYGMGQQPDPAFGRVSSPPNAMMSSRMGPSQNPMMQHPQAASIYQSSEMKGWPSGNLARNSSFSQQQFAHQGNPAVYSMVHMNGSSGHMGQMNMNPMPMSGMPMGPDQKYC
TROY signal inh = TROY signaling inhibition | inhibition, % at 10 µM | AID 1347056 | actives 0.98% (n = 360,000) | Q293 LMP1-TROYcd NF-kB luciferase reporter, 4 h;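 active means compounds whose plate-normalised and pattern-corrected inhibition of the luciferase reporter signal at the single screening dose is 50% or more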
TLR9-MyD88 block = inhibitors of human TLR9-MyD88 binding; inhibition, % at 4.98 µM; CHO BLA complementation TLR9-MyD88, CCF4 FRET ratio; Q9NR96+Q99836; actives 0.21% (n = 340,000); AID 504734;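 active means inhibition above the mean over all tested compounds plus 3 SD, cut at about 21% in these data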;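 further: 0% = DMSO only wells and 100% = clavulanate BLA inhibitor control wells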
SRC1 inh = inhibits human SRC1 coactivator; inhibition, % at 3.6 µM; HEK293 GAL4-SRC1 luciferase reporter, luminescence; Q15788; actives 0.12% (n = 360,000);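 active means inhibition above the campaign mean plus 3 SD, with each screening campaign given its own cutoff, cut at about 60% in these data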;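 further: 0% = DMSO treated cells and 100% = gossypol at 36 µM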
NOD2-RIPK2 inh = NOD2-RIPK2 protein interaction inhibition. O43353. CHO BLA complementation NOD2-RIPK2, CCF4 ratio. inhibition, % at 4.98 µM. actives 0.38% (n = 360,000); in the data active means inhibition above about 21%;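 further: 0% = vehicle only and 100% = reference blocker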
LMP1 NFkB inh = inhibitors of Epstein-Barr LMP1-induced NF-kappaB reporter | actives 0.69% (n = 350,000) | LMP1-induced NF-kappaB luciferase reporter cells, luminescence | inhibition, % at 12.5 µM; in the data active means inhibition above about 41%;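 further: 0% = neutral control wells and 100% = reference inhibitor control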
C8 TRAIL sens = caspase-8 TRAIL sensitization | NB7+C8 cells + TRAIL, ATPlite viability luminescence | inhibition (viability loss, TRAIL sensitization), % at 10 µM | actives 1% (n = 360,000);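 active means compounds causing at least 50% loss of cell viability in the single-dose screen, relative to plate controls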
NR2F2 inh = blocks human COUP-TFII nuclear receptor; HEK293T NGFI-A luciferase reporter, luminescence; inhibition, % at 8.6 µM; actives 0.7% (n = 370,000);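 active means inhibition above a per-plate cutoff, mean inhibition of test wells between control levels plus 3 SD, cut at about 38% in these data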;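 further: cells cotransfected with COUP-TFII expression vector driving the NGFI-A reporter; 0% = median of COUP-TF2 test wells and 100% = reporter-only cells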
LRH-1 inv ag = suppresses constitutive activity of human LRH-1 | O00482 | HEK293T StAR-luciferase reporter, LRH-1 transfected, 24 h | inhibition, % at 3.6 µM | actives 0.13% (n = 360,000) | AID 602396;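 active means inhibition above the mean inhibition of all tested compounds plus 3 SD, cut at about 73% in these data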;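 further: 0% = DMSO wells and 100% = reporter-only cells lacking LRH-1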
Vif imaging = inhibitors of HIV Vif. actives 0.35% (n = 340,000). AID 602346. HEK293T cells, Vif self-association by quenched fluorescence, imaging, 24 h. inhibition, % at 7.49 µM; in the data active means inhibition above about 50%, passing the limit was not always enough; further: some results filed as inactive read as strong as hits
SRC2 inh = inhibits human steroid receptor coactivator 2. actives 0.17% (n = 370,000). HEK293 GAL4-SRC2 luciferase reporter, luminescence. Q15596. inhibition, % at 9 µM;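 active means inhibition above the mean inhibition of all tested compounds plus 3 SD, set per campaign, cut at about 52% in these data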;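 further: 0% = DMSO treated cells and 100% = cells given Gossypol at 36 µM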
The depositor's hits bear a star; nt = no result given. These rows are one share of the data; the hit share may differ from the screen's.

smiles,LMP1 NFkB inh,TROY signal inh,TLR9-MyD88 block,SRC1 inh,NR2F2 inh,NCOA3 inh,SRC2 inh,LRH-1 inv ag,NOD2-RIPK2 inh,C8 TRAIL sens,Vif imaging
COc1cc(OC)cc(-c2c(Sc3ccccc3)c3cc(-c4ccc(OC)nc4)ccc3n2C)c1,nt,-2,nt,nt,-3,nt,-22,2,-23,-5,nt
Cc1ccc(Cl)cc1NC(=O)N(C)CCO,2,0,-12,15,-13,10,2,12,-7,-17,1
CCCn1c(SCC(=O)Nc2nnc(CC)s2)nnc1-c1ccncc1,3,7,8,1,3,18,4,-2,-9,-10,11
Cc1ccc(Nc2nnc(SCC(=O)NCC3CCCO3)s2)cc1C (centres undefined),-8,-23,-2,-32,-29,-66,-46,-44,-11,45,-7
CC(C)C(C(=O)Nc1ccc(S(N)(=O)=O)cc1)N1C(=O)c2ccccc2C1=O (centres undefined),9,-5,-3,-19,-3,9,-6,-2,-3,-6,-3
O=S(=O)(Nc1cccc(S(=O)(=O)N2CCCC2)c1)c1ccc(Br)cc1,1,2,2,-12,-11,6,-30,17,-8,-17,nt
CCOc1cc(C)c(S(=O)(=O)N2CCCC2)cc1C,11,-1,5,-30,15,14,-1,5,0,-21,-1
CCCn1c(N)c(C(=O)CSc2nc3ccccc3c(=O)n2-c2ccc(OC)cc2)c(=O)[nH]c1=O,-5,16,7,3,3,11,-32,-3,-8,3,8
O=S1(=O)N=C(N/N=C/c2ccc(Br)o2)c2ccccc21,-8,-6,-9,-1,-9,0,-11,5,1,4,3
O=C(Nc1cccc(Cl)c1)c1nc[nH]c1C(=O)N1CCc2ccccc2C1,-13,-16,7,-7,6,-6,-5,3,0,-6,-2
Cc1cc(O)c(C(=O)/C=C/c2ccccc2O)c(=O)o1,-6,6,-2,-19,7,9,6,11,-6,2,-6
CNC(=S)NCCc1ccc(OC)cc1,0,4,-2,2,1,20,-10,-3,5,-1,-1
COc1cc(/C=C2/NC(=O)NC2=O)ccc1OCC(=O)Nc1ccc(F)cc1,-1,-16,-7,-13,8,13,1,4,5,5,-2
COc1ccc(CC(=O)Nc2ccc(N3CCN(c4ccc(OC)cc4)CC3)c(C#N)c2)cc1,6,-26,-12,6,1,7,-8,-3,-12,10,5
C/C=C/c1ccc(OCC(=O)OCC2=C(C(=O)OCC)C(C)NC(=O)N2)c(OC)c1 (centres undefined),2,-14,-3,-10,13,9,-20,12,-9,-19,7
Cc1ccc(NS(=O)(=O)c2ccc(NC(=O)C3CC3)cc2)cc1C,15,-9,-13,-10,-1,6,-18,8,3,-10,-1
CSc1ccccc1-n1nnnc1SCC(=O)Nc1cc(C)ccc1C,8,4,4,-2,8,3,7,5,-13,0,-6
COC(=O)CCS(=O)(=O)c1ccc(Cl)cc1,-17,1,-7,11,-10,-3,2,-12,5,-2,-1
CCc1cc(C(=O)Cc2nc3ccccc3s2)c(O)cc1OCC(=O)O,-3,-2,9,-8,16,-9,13,-1,-6,-4,-6
NC(=O)C1CCN(C(=O)CCc2ccsc2)CC1,-12,3,0,-4,-21,3,-18,0,-3,-32,19
CS(=O)c1ccccc1COC(=O)Nc1ccc(Cl)cc1 (centres undefined),-1,-30,-4,-14,-8,-5,7,-16,-4,-13,-8
Cc1ccc(S(=O)(=O)NCCCN2CCOCC2)cc1C,2,8,-2,8,-1,7,-10,8,-5,0,nt
O=c1c2ccccc2nc(SCc2nnc(-c3ccccc3Br)o2)n1-c1ccccc1,-5,8,7,-13,3,-5,-18,2,-6,9,5
CC1(C(=O)NS(=O)(=O)c2ccc(Cl)cc2)CCN1C(=O)Cc1ccc(-c2ccccc2)cc1 (centres undefined),nt,-5,nt,-8,-13,-21,19,10,3,4,20
Cc1ccc(C(=O)C(SC(C)(C)C)n2cncn2)cc1 (centres undefined),-4,-12,3,-17,4,-4,6,0,7,14,-11
Cc1ccc(CN2CCC[C@]3(N[C@H](c4ccccc4)[C@@H]4C(=O)N(Cc5ccccc5)C(=O)[C@@H]43)C2=O)cc1,-6,-3,1,-16,-3,5,-5,6,-3,-13,2
O=C(Nc1ccc2c(c1)OCCO2)C(CCc1ccccc1)N1CCN(C/C=C/c2ccccc2)CC1 (centres undefined),nt,-8,nt,16,-9,-3,10,-2,-2,1,3
O=C(Nc1ccc2c(c1)OCCO2)C1CCN(c2cnccn2)CC1,8,0,1,10,-18,-7,-12,-3,-8,-7,-7
Cc1ccc2cccc(S(=O)(=O)NC3CCS(=O)(=O)C3)c2n1 (centres undefined),-6,-15,7,5,nt,10,nt,1,-15,0,-4
Cc1ccc(N=Nc2c(O)[nH]c(=O)[nH]c2=O)cc1S(=O)(=O)Nc1ccc(Br)cc1,13,13,-15,10,12,10,14,9,-6,-8,0
O=C1CN(S(=O)(=O)c2ccc([N+](=O)[O-])cc2)CC(=O)N1,3,-23,-3,-5,7,-1,-3,3,-1,-15,7
CN(Cc1cccc(F)c1)C(=O)CN1CCN(S(=O)(=O)c2ccc3c(c2)OCCCO3)CC1,-3,-7,-13,7,-7,10,17,-1,0,5,2
COC(=O)CC(NC(=O)c1cccs1)c1ccc(OC)c(OC)c1 (centres undefined),1,7,-2,-2,-4,-27,-12,1,-5,-2,29
O=C(COC(=O)c1ccc(F)cc1)NCC1COc2ccccc2O1 (centres undefined),-8,-17,-8,5,-6,9,7,-18,1,-3,-13
COc1cccc(CNC(=O)CNC(=S)N(Cc2ccccc2)Cc2ccccc2F)c1,3,29,-6,-17,15,15,6,-19,-17,23,-9
Nc1nonc1C(=O)OCC(=O)N1CCCCC1,-7,-13,1,-10,-6,18,-32,-2,-2,4,-11
CC(OC(=O)C1CC(=O)N(Cc2ccccc2)C1)C(=O)Nc1ccc(F)cc1Cl (centres undefined),1,-9,6,-3,11,3,10,-3,6,-8,3
COc1cc(/C=N/NC(=O)c2ccncc2)ccc1OC(=O)c1ccc([N+](=O)[O-])cc1,8,nt,-11,5,-4,-13,11,9,-6,-13,9
O=C(CN1CCOCC1)N/N=C/c1c(O)ccc2ccccc12,13,10,1,22,15,17,16,0,5,24,0
COc1ccc(CNCCS(=O)(=O)NC2CCCCC2)cc1,-3,1,4,-13,2,-12,8,-10,5,-5,5
CN(C(=O)c1ccccc1)c1ccccc1C(=O)NCCc1ccccc1,-11,10,-1,16,-5,20,3,6,-1,-3,nt
CS(=O)(=O)Oc1ccc(Br)cc1/C=C1/N=C(c2ccco2)OC1=O,4,5,0,2,4,0,-6,6,-14,2,3
COc1ccc(-n2nc(C(=O)Nc3ccc4c(c3)OCO4)c3ccccc3c2=O)cc1,8,-4,-9,2,6,-31,2,9,-8,-3,0
O=C(c1cc(-c2ccccn2)nc2c(Cl)cccc12)N1CCN(C(=O)C2CCCO2)CC1 (centres undefined),3,6,1,-4,-4,10,-8,11,-9,13,9
CC1(C(=O)NS(=O)(=O)c2cccs2)CCN1C(=O)c1ccccc1 (centres undefined),nt,-1,nt,22,-10,-5,-7,7,6,-11,4
CN(C)CCCN(C(=O)CCc1ccccc1)c1nc2ccc(Br)cc2s1,1,11,4,-7,6,-3,-6,5,9,13,16
O=C(COc1ccc2ccc(=O)oc2c1)NCCc1c[nH]c2ccc(F)cc12,1,16,4,-3,1,-12,-33,9,-7,4,-9
CN1C(C(=O)NCC2CC2)CC2Cn3c(nc4cc(Cl)c(Cl)cc43)C21 (centres undefined),-9,-8,12,2,1,-5,-12,-11,3,-10,8
O=C(CSc1nnc(NC(=O)c2cccc(F)c2)s1)NC1CC1,-5,-19,-4,6,-10,-11,0,0,-9,-3,-6
CCOC(=O)C1CCN(Cc2cn(C)nc2-c2ccc(Oc3ccccc3)cc2)CC1,-10,8,0,14,10,-16,-13,-14,-4,-3,0
O=C(CCC1CCCC1)NNC(=O)c1cc2ccccc2cc1O,12,-20,-4,0,-7,5,21,-9,-6,3,20
O=C(CN1CCOCC1)N/N=C/c1cccc2ccccc12,-3,-4,-20,7,8,9,9,-3,5,17,-12
CCOc1cc(C#N)c(NC(=O)c2ccnn2C)cc1OCC,-7,-4,-2,3,4,8,-14,-4,3,7,28
COc1ccc(N2C(=O)CCC(C(=O)O)C2c2ccc(OC)c(OC)c2)cc1 (centres undefined),-2,-9,-5,-20,-10,5,-30,-11,-3,-7,10
Cc1cc(N2CCN(c3ccccc3Cl)CC2)n2cc(-c3ccccc3)nc2n1,21,-11,5,-1,3,4,-10,16,-8,5,-4
CC(NC(=O)Cn1cnc2c1c(=O)n(C)c(=O)n2C)c1ccccc1 (centres undefined),11,3,-2,0,3,9,6,8,-4,8,nt
CCOC(=O)C1=C2N(C)c3ccccc3N2CCC1=O,-9,11,-4,1,-8,24,-24,10,-13,-4,6
CCOC(=O)C1=c2s/c(=C\c3cccnc3)c(=O)n2C(N)=C(C(=O)OC)C1c1cccnc1 (centres undefined),1,4,1,-2,-15,-16,-17,4,-8,-2,33
COc1ccc(C(c2nnnn2Cc2cccs2)N2CCN(c3ccccc3)CC2)cc1OC (centres undefined),-1,4,10,8,2,-10,3,15,7,5,-2
Cc1ccc(C(=O)CNc2cccc(Cl)c2)cc1,0,-62,-10,-15,-6,-14,-50,-11,1,-4,-4

The list continues.
smiles,LMP1 NFkB inh,TROY signal inh,TLR9-MyD88 block,SRC1 inh,NR2F2 inh,NCOA3 inh,SRC2 inh,LRH-1 inv ag,NOD2-RIPK2 inh,C8 TRAIL sens,Vif imaging
CCC(C(=O)NC1CCCCCC1)c1ccccc1 (centres undefined),1,1,-1,12,18,29,-5,3,-4,-5,-11
CC(=O)NC(Cc1c[nH]c2ccccc12)C(=O)OCC(=O)N1CCCCCC1 (centres undefined),-7,23,-28,5,5,16,-8,-4,-7,-4,25
COc1cc(OC)c(NC(=O)CC2SC(N)=NC2=O)cc1Cl (centres undefined),-6,-1,4,10,-3,-3,-19,14,-5,-12,nt
CCCCOc1ccc(S(=O)(=O)NC(=O)C2(C)CCN2C(=O)CCc2ccccc2)cc1 (centres undefined),nt,-8,nt,3,2,-18,-42,0,-9,-8,-6
CCc1ccc(N2C=C(C(=O)OC)C(c3ccccc3F)C(C#N)=C2N)cc1 (centres undefined),nt,nt,nt,nt,-8,nt,-22,-90,-10,15,nt
CCc1nc2ccc(C(=O)Nc3ccc(OC)c(OC)c3)cn2c1N(CCC(C)C)CCN(C)C,nt,-16,nt,3,-22,-2,-12,-5,1,-15,13
CSc1ccccc1OC1CCN(Cc2ccccc2)CC1,4,-30,-5,18,-1,24,-1,1,-8,10,5
O=C(Cc1ccc(Cl)cc1)Nc1ccccn1,-11,12,2,-6,-5,-28,-25,-9,-5,18,-11
